HPDE-C7 cytotoxicity = cytotoxicity in HPDE-C7 cells, cell-based, fluorescence, HTS (AID 430) | 63,000 tested, 1.8% active | HPDE-C7 pancreatic duct cells viability, fluorescence; higher % means a stronger effect | cytotoxicity, % at 10 µM; hits with a dose series show EC50 in µM;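 note: cells exposed to compound for 48 hours before viability readout; 0% = vehicle and 100% = reference cytotoxic drug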
Bfl-1 inhibitors = Bfl-1 inhibitors, primary screen, biochemical, fluorescence polarization, FITC-Bid, mouse (AID 432) | FITC-Bid BH3 peptide fluorescence polarization displacement; higher % means a stronger effect | displacement, % at 20 µM, or IC50 in µM where a hit was titrated | 64,000 tested, 0.02% active; in the data active = a potency from the dose series; inactive = the rest, 99 in 100 with displacement below about 15%; note: strong numbers were not always called active
HPDE-C7K KRASV12 = viability loss of HPDE-C7K cells – cell-based, fluorescence, HTS, primary screen (AID 431); HPDE-C7K KRASV12 cells, Alamar Blue viability, 48 h; higher % means a stronger effect; cytotoxicity, % at 10 µM, or EC50 in µM where a hit was titrated; 63,000 tested, 1.7% active;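 active = compounds whose percent cytotoxicity in the single-dose primary screen, scaled between solvent and toxic-drug controls, exceeds 50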;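 note: 0% = DMSO solvent wells and 100% = doxorubicin-treated wells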
PMK inhibit = inhibitors of Streptococcus pneumoniae phosphomevalonate kinase; AID 539; 65,000 tested, 0.49% active; inhibition, % at 10 µM; purified PMK, PK/LDH-coupled NADH absorbance 340 nm;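 active = top-ranked compounds by inhibition in the single 10 µM screen, taking a fixed number of the strongest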;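 note: 0% = full reaction with DMSO carrier and 100% = background rate without enzyme reaction; no value below 0 was filed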
MK inhibit = blocks S. pneumoniae mevalonate kinase. purified MK, PK/LDH-coupled NADH absorbance 340 nm. inhibition, % at 10 µM. 65,000 tested, 0.48% active;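 active = ranked among the strongest by inhibition in the single 10 µM screen, a fixed top-ranked set picked for dose follow-up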; note: no value below 0 was filed
Spn DPM-DC inh = S. pneumoniae DPM-DC inhibition; purified DPM-DC, PK/LDH coupled NADH fluorescence; 65,000 tested, 0.49% active; calls only at 10 µM; AID 556;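 active = the 320 compounds with the highest percent inhibition in the single-dose primary screen, excluding strongly autofluorescent ones, cut at about 32% in these data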;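 note: kinetic rate of NADH fluorescence loss reporting ADP formed by the decarboxylase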
LYP phosphatase = LYP phosphatase inhibitors, primary screen, biochemical, DiFMUP fluorescence, recombinant catalytic domain, 10 µM (AID 606); recombinant LYP catalytic domain, DiFMUP fluorescence; higher % means a stronger effect; inhibition, % at 10 µM, or IC50 in µM where a hit was titrated; 52,000 tested, under 10 active;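 active = IC50 under 40 µM in the dose-response test; inactive = IC50 of 40 µM or more, or never dose-tested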
Alkaline phosphatase = human TNAP enzyme inhibitors, biochemical, luminescent (AID 518) | inhibition, % at 20 µM, or IC50 in µM where a hit was titrated | purified TNAP enzyme, luminescent substrate readout; higher % means a stronger effect | 64,000 tested, 0.09% active; in the data active = a potency from the dose series; inactive = the rest, 99 in 100 with inhibition below about 22%;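 note: plate controls were vehicle for no effect and reference inhibitor for full effect; many of its hits are not listed in these tables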
HT1080 cytotoxicity = HT1080 cell viability loss – fluorescence readout (AID 620); HT1080 viability, fluorescence; higher % means a stronger effect; cytotoxicity, % at 10 µM, or EC50 in µM where a hit was titrated; 87,000 tested, 0.42% active;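 note: cells exposed to compound overnight then 4 h with Alamar Blue; 0% = vehicle DMSO and 100% = killing control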
PMK inhibit pilot replicates = further read-out of PMK inhibit, marked with its call; inhibition, %; measured here: pilot screen replicates
MK inhibit pilot replicates = further read-out of MK inhibit, marked with its call; inhibition, %; measured here: pilot screen replicates
Spn DPM-DC inh pilot screen % = further read-out of Spn DPM-DC inh, marked with its call; inhibition, %; measured here: pilot screen trials
The depositor's hits bear a star; i = inactive; / = no result given. Cut-off read from the data, not from the text of the source, unless noted: active = cytotoxicity above about 50%; inactive = the rest.

SMILES	HPDE-C7 cytotoxicity	Bfl-1 inhibitors	HPDE-C7K KRASV12	PMK inhibit	MK inhibit	Spn DPM-DC inh	LYP phosphatase	Alkaline phosphatase	HT1080 cytotoxicity	others
O=C(NCC(=O)N(CCN1CCOCC1)C(C(=O)NC1CCCC1)c1cccnc1)c1cccs1 (configuration not stated)	-7%	-8%	-4%	0	1	i	/	-10%	/
O=C(Cc1ccc(Cl)cc1)NCC(=O)N1CCCC1	-19%	0%	-12%	0	24	i	14%	4%	9%
CCN1CCN(C(c2cccs2)C(C)NC(=O)c2ccccc2OC)CC1 (configuration not stated)	-4%	-6%	2%	5	4	i	-2%	7%	0%
Cc1c(Br)c(C(F)(F)F)nn1CC(=O)NCC1CCCO1 (configuration not stated)	-17%	-4%	-10%	5	2	i	1%	-2%	4%
COc1ccc(OC)c(NC=C2C(=O)OC3(CCCCC3)OC2=O)c1	-3%	-6%	-2%	11	4	i	3%	12%	-5%
CCC(O)c1cc2c(cc1NC(=O)c1cccs1)OCCO2 (configuration not stated)	-12%	-7%	-7%	0	0	i	4%	9%	1%
CCOC(=O)C1CCCN(S(=O)(=O)c2ccc(OC)c3ccccc23)C1 (configuration not stated)	23%	4%	32%	5	10	i	4%	6%	-1%
Nn1cnnc1SC1CCCCC1NS(=O)(=O)c1ccccc1 (configuration not stated)	2%	-5%	-9%	7	3	i	-42%	7%	-2%
COc1ccc(CN2CCN(S(=O)(=O)c3ccccc3)CC2)c(OC)c1	0%	-8%	12%	14	6	i	-3%	7%	28%
O=C(CN1CCN(S(=O)(=O)c2ccccc2)CC1)Nc1cccc(C(F)(F)F)c1	6%	0%	26%	7	0	i	4%	17%	15%
CCOCC(=O)Nc1cc(-c2cn3cccnc3n2)ccc1C	-6%	-5%	4%	14	0	/	-5%	0%	3%
Cc1cccc(-c2nnc3n2N=C(c2ccccc2)CS3)c1	9%	-1%	18%	6	2	i	15%	22%	6%
Cc1cc2c(c(=O)n1CCc1ccccc1)C(C(C)C)C(C#N)=C(N)O2 (configuration not stated)	-22%	0%	-16%	3	11	i	4%	2%	7%	PMK inhibit pilot replicates=0.0;MK inhibit pilot replicates=0.0;Spn DPM-DC inh pilot screen %=0.0
COCCSc1ccccc1C(=O)Nc1ccncc1	-2%	-5%	2%	2	6	i	6%	6%	/
Cc1ccc(-n2c(O)cnc2Nc2nc(C)cc(C)n2)cc1	-3%	1%	3%	11	4	i	-4%	14%	3%
Cc1ccc(Oc2nc3ccccc3n3c(C)nnc23)cc1	/	-2%	/	11	7	i	-5%	5%	-1%
COc1cc(C(=O)NCc2nnc(SCC(=O)N3CCC(C)CC3)o2)cc(OC)c1OC	-2%	-4%	-1%	17	1	i	-8%	6%	/
O=C(O)c1ccc(CSc2nnc(-c3ccncc3)n2CC2CCCO2)cc1 (configuration not stated)	-3%	-8%	-4%	16	10	i	4%	4%	24%
O=C(COC(=O)C1CCCN1C(=O)c1cccs1)Nc1ccc2c(c1)OCO2 (configuration not stated)	-20%	-6%	-5%	0	9	i	/	11%	8%
O=C(CSC1=NCCS1)Nc1ccccc1F	-3%	-9%	-8%	15	0	i	2%	3%	3%
Fc1ccc(C(c2nnnn2C2CCCC2)N2CCN(Cc3ccncc3)CC2)cc1 (configuration not stated)	-22%	-8%	-31%	24	0	i	12%	14%	28%
CCSc1nnc(-c2ccc(Cl)cc2Cl)o1	-10%	-5%	-6%	17	11	i	11%	6%	-7%
CC(C)CC1C(C#N)=C(N)SC(N)=C1C#N	-2%	-11%	16%	0	7	i	5%	5%	1%
CC(=O)Nn1c(C)nnc1-n1nc(C)cc1C	2%	-8%	7%	4	0	i	6%	10%	-5%	PMK inhibit pilot replicates=0.0;MK inhibit pilot replicates=0.5;Spn DPM-DC inh pilot screen %=3.5
CC1CCC(NC(=O)CN2CCCN(Cc3ccc(F)cc3Cl)C2=O)CC1 (configuration not stated)	-7%	0%	-1%	7	0	i	/	7%	7%
COC(=O)C1=C(C)N(CCc2ccccc2)C(=O)C1	6%	0%	-4%	4	10	i	1%	6%	-8%
CCc1c(C)c2cc(Cl)c(O)c(CN(CC)CC)c2oc1=O	12%	-4%	1%	6	6	/	10%	12%	1%
Cc1ccc(NC(=O)CSc2nnc(CCCCCNC(=O)OC(C)(C)C)o2)c(C)c1	7%	-1%	10%	17	6	i	12%	14%	17%	PMK inhibit pilot replicates=5.0;MK inhibit pilot replicates=2.0;Spn DPM-DC inh pilot screen %=0.0
CCn1c(C(=O)NCc2cccnc2)cc2sc(Cl)cc21	2%	1%	14%	8	5	i	10%	10%	7%
CCCCN(CCCNC(=O)CN1C(=O)COc2ccccc21)c1ccccc1	-3%	6%	-3%	0	11	i	9%	-10%	24%
COC(=O)c1sccc1NC(=O)c1ccncc1	-8%	5%	6%	4	6	i	/	18%	-9%	PMK inhibit pilot replicates=5.5;MK inhibit pilot replicates=1.0;Spn DPM-DC inh pilot screen %=0.5
CC(=O)c1cccc(NC(=O)NCCS(C)=O)c1 (configuration not stated)	-19%	-1%	-20%	12	10	i	/	11%	7%
COc1ccc(-c2nnc(-c3ccc(N(C)C)cc3)o2)cc1	-11%	-3%	0%	1	0	/	/	13%	-4%
Cc1ccc(C(=O)Nc2ccc3c(c2)ncn3C)cc1	0%	-3%	-12%	6	0	i	-12%	16%	8%
COC(=O)CCN1CCC(C(N)=O)CC1	-4%	-7%	6%	10	3	i	2%	3%	7%	PMK inhibit pilot replicates=3.5;MK inhibit pilot replicates=0.0;Spn DPM-DC inh pilot screen %=1.0
COc1ccccc1CNC(=O)c1c(O)c2cc(OC)c(OC)cc2[nH]c1=O	10%	1%	12%	5	1	i	-2%	8%	-3%
Cc1ccc2cc(CN(Cc3cccs3)Cc3nnnn3CC3CCCO3)c(=O)[nH]c2c1 (configuration not stated)	-2%	-3%	7%	16	4	i	-6%	10%	10%
O=C(c1ccc(CN2CCOCC2)cc1)N1CCN(Cc2ccccc2)CC1	-4%	-1%	7%	10	7	i	15%	4%	-9%
COc1ccc2c(c1OC)C(=O)N1c3ccccc3SC21 (configuration not stated)	19%	10%	25%	5	1	i	12%	8%	1%
O=C(CSc1n[nH]c(-c2ccc(S(=O)(=O)NC3CCCCC3)cc2)n1)N1CCCC1	-2%	2%	-11%	14	10	i	2%	9%	28%
Nc1nc(N)nc(-c2ccccn2)n1	/	-5%	/	12	6	i	7%	7%	3%
Cc1cccc(CSC2=NCCN2C(=O)C2CC2)c1	5%	-5%	3%	11	3	i	18%	2%	1%
O=C(CSc1nnc(Cc2ccccc2)n1-c1ccc(Cl)cc1)N1CCOCC1	-8%	-1%	-10%	6	6	i	17%	10%	5%
CCC(Sc1nc(C)cc(=O)[nH]1)C(=O)Nc1sc2c(c1C#N)CCCC2 (configuration not stated)	-5%	0%	-4%	6	7	i	/	15%	0%
COc1ccc(C(=O)Nc2ccc(S(=O)(=O)NCc3ccco3)cc2)cc1OC	-13%	2%	-22%	8	0	i	7%	9%	-7%
CSc1nc(C)cc(SCCO)n1	3%	-4%	2%	13	10	i	5%	2%	1%
COc1ccc(-n2c(Cc3cccn3C)nnc2SCC(=O)Nc2cccc(C)c2C)cc1	3%	1%	9%	1	9	i	-5%	5%	3%	PMK inhibit pilot replicates=2.5;MK inhibit pilot replicates=0.5;Spn DPM-DC inh pilot screen %=2.0
CCC(C(=O)NCCN1CCN(C)CC1)n1c(C)c2cnn(-c3ccccc3)c(=O)c2c1C (configuration not stated)	-10%	0%	4%	20	0	i	8%	8%	-1%
COc1cccc(N(CC(=O)NC2CCCC2)C(=O)Cn2nnc(-c3ccc(C)cc3)n2)c1	-10%	-6%	-8%	11	7	i	/	7%	3%
Nc1nnc(CCC2CCCCC2)s1	-16%	-6%	-19%	7	7	i	-1%	3%	-4%

(further entries)
SMILES	HPDE-C7 cytotoxicity	Bfl-1 inhibitors	HPDE-C7K KRASV12	PMK inhibit	MK inhibit	Spn DPM-DC inh	LYP phosphatase	Alkaline phosphatase	HT1080 cytotoxicity	others
CCc1c(O)nc(SCc2ccccc2)n(C(C)CC)c1=O (configuration not stated)	-1%	2%	-6%	5	0	i	1%	12%	-2%
CN(C)S(=O)(=O)c1ccc(C(=O)Oc2cc(=O)[nH]c3ccccc23)cc1	-12%	3%	-5%	21	0	i	17%	7%	0%
CCOc1ccc(-c2nnc(N)o2)cc1	-6%	-4%	-11%	10	2	i	0%	-1%	0%
N#Cc1cn(CC(=O)NCCc2c[nH]c3ccccc23)c2ccccc12	8%	-1%	2%	10	11	i	1%	7%	0%
COC(=O)CSc1nc2c(c(=O)[nH]c(=O)n2C)n1CCC(C)C	/	/	/	6	1	i	5%	/	7%

In the list so far, 13 have an aryl thioether with sulfur outside any ring.
SMILES	HPDE-C7 cytotoxicity	Bfl-1 inhibitors	HPDE-C7K KRASV12	PMK inhibit	MK inhibit	Spn DPM-DC inh	LYP phosphatase	Alkaline phosphatase	HT1080 cytotoxicity	others
Nn1cnnc1SC1CCCCC1NS(=O)(=O)c1ccccc1 (configuration not stated)	2%	-5%	-9%	7	3	i	-42%	7%	-2%
COCCSc1ccccc1C(=O)Nc1ccncc1	-2%	-5%	2%	2	6	i	6%	6%	/
COc1cc(C(=O)NCc2nnc(SCC(=O)N3CCC(C)CC3)o2)cc(OC)c1OC	-2%	-4%	-1%	17	1	i	-8%	6%	/
O=C(O)c1ccc(CSc2nnc(-c3ccncc3)n2CC2CCCO2)cc1 (configuration not stated)	-3%	-8%	-4%	16	10	i	4%	4%	24%
CCSc1nnc(-c2ccc(Cl)cc2Cl)o1	-10%	-5%	-6%	17	11	i	11%	6%	-7%
Cc1ccc(NC(=O)CSc2nnc(CCCCCNC(=O)OC(C)(C)C)o2)c(C)c1	7%	-1%	10%	17	6	i	12%	14%	17%	PMK inhibit pilot replicates=5.0;MK inhibit pilot replicates=2.0;Spn DPM-DC inh pilot screen %=0.0
O=C(CSc1n[nH]c(-c2ccc(S(=O)(=O)NC3CCCCC3)cc2)n1)N1CCCC1	-2%	2%	-11%	14	10	i	2%	9%	28%
O=C(CSc1nnc(Cc2ccccc2)n1-c1ccc(Cl)cc1)N1CCOCC1	-8%	-1%	-10%	6	6	i	17%	10%	5%
CCC(Sc1nc(C)cc(=O)[nH]1)C(=O)Nc1sc2c(c1C#N)CCCC2 (configuration not stated)	-5%	0%	-4%	6	7	i	/	15%	0%
CSc1nc(C)cc(SCCO)n1	3%	-4%	2%	13	10	i	5%	2%	1%
COc1ccc(-n2c(Cc3cccn3C)nnc2SCC(=O)Nc2cccc(C)c2C)cc1	3%	1%	9%	1	9	i	-5%	5%	3%	PMK inhibit pilot replicates=2.5;MK inhibit pilot replicates=0.5;Spn DPM-DC inh pilot screen %=2.0
CCc1c(O)nc(SCc2ccccc2)n(C(C)CC)c1=O (configuration not stated)	-1%	2%	-6%	5	0	i	1%	12%	-2%
COC(=O)CSc1nc2c(c(=O)[nH]c(=O)n2C)n1CCC(C)C	/	/	/	6	1	i	5%	/	7%

From PubChem
